IL1B NFkB inh: inhibitors of IL-1B driven NFkB p65 nuclear import, primary screen, imaging, HUVEC, IL-1B stimulus, high-content imaging; inhibition, % at 2 µM; 94,000 compounds, 0.43% hits; HUVEC IL-1B NFkB p65 nuclear translocation imaging;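 active = inhibition above about 30% together with a positive call from visual inspection of the well image, limit read from the data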;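 also: nuclear over cytoplasmic p65 intensity ratio measured by imaging; 0% = IL-1B stimulated DMSO wells and 100% = unstimulated DMSO wells; values of inactives mirror those of a sister screen read the other way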
PLAP inhibition: PLAP enzyme inhibitors, biochemical, luminescence, HTS (AID 690) | Alkaline phosphatase, placental type (Homo sapiens) | 96,000 compounds, 0.08% hits | purified PLAP, luminescent substrate; higher % means a stronger effect | one-dose inhibition, % at 20 µM; IC50 in µM for titrated hits; in the data active = a potency from the dose series; inactive = the rest, 99 in 100 with inhibition below about 30%; also: strong numbers were not always called active
Bcl-B displacement: displacers of TR3 peptide from Bcl-B, primary screen, selectivity assay for Bfl-1 inhibitor project, biochemical, fluorescence polarization. Bcl-2-like protein 10 (Homo sapiens). FP displacement of FITC-TR3 peptide from Bcl-B; higher % means a stronger effect. displacement, % at 20 µM; hits with a dose series show IC50 in µM. 96,000 compounds, 0.11% hits. AID 748, 2007;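 active = displacement above 50% at 20 µM plus a fluorescence interference ratio under 1.5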;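 also: plate controls were wells without compound for no effect and wells lacking Bcl-B protein for full effect; a part of the inactive calls stands beside numbers as strong as those of hits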
MRP resist rev: reversal of MRP1-mediated doxorubicin resistance, primary screen, H69AR cells, doxorubicin co-treatment. H69AR cells + 2 uM doxorubicin, CellTiter-Glo, 72 h. differential viability (reversal), % at 10 µM. 85,000 compounds, 0.04% hits;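 active = viability drop by adding the cancer drug above about 55%, with treated viability meeting a 40% cutoff, limit read from the data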;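 also: viability without doxorubicin minus viability with 2 µM doxorubicin for each compound; larger differential means the compound sensitizes cells more to doxorubicin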
NFkB transloc pot: enhancers of NFkB p65 translocation in HUVEC – imaging, IL-1B stimulus, high-content imaging, primary screen; HUVEC IL-1B NFkB p65 nuclear translocation imaging; activation, % at 2 µM; 94,000 compounds, 0.3% hits; AID 819, 2007;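 active = activation above 40%, about the mean plus 3 SD, also judged a hit on visual image review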;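 also: percent activation is computed from the nuclear over cytoplasmic p65 intensity ratio; values of inactives mirror those of a sister screen read the other way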
MRP resist rev cytotoxicity: second read-out of MRP resist rev, no call of its own (marks repeat the call); viability, %; H69AR cells, CellTiter-Glo, 72 h; measured here: cytotoxicity without doxorubicin
MRP resist rev with doxorubicin: further read-out of MRP resist rev, marked with its call; viability, %; measured here: viability with 2 uM doxorubicin; stronger effect = lower value
IL1B NFkB inh cell count 2 µM: further read-out of IL1B NFkB inh, marked with its call; cell count; measured here: cells passing quality filter;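 raw number of nuclei counted in each imaged well without normalization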
NFkB transloc pot cell count 2 µM: second read-out of NFkB transloc pot, no call of its own (marks repeat the call); cell count; measured here: cells passing quality filter
Starred values were filed as active, the others as inactive; / = not tested or not shown. These rows are one share of the data. The share of hits here may be higher or lower than overall.

The first 2 records as a preview:
The line under a structure holds: IL1B NFkB inh | IL1B NFkB inh cell count 2 µM | PLAP inhibition | Bcl-B displacement | MRP resist rev | MRP resist rev cytotoxicity | MRP resist rev with doxorubicin | NFkB transloc pot | NFkB transloc pot cell count 2 µM
> CCOC(=O)N1CCC(Nc2c(N3CCN(c4cccc(C(F)(F)F)c4)CC3)c(=O)c2=O)CC1
  -2 | 119 | -39% | 14% | 3 | 84 | 80 | 2 | 119
> COC(=O)c1[nH]c2cc(OC)ccc2c1NC(=O)c1ccc2c(c1)OCO2
  3 | 134 | -18% | 8% | 8 | 92 | 84 | -3 | 134

Results, from the first entry:
The line under a structure holds: IL1B NFkB inh | IL1B NFkB inh cell count 2 µM | PLAP inhibition | Bcl-B displacement | MRP resist rev | MRP resist rev cytotoxicity | MRP resist rev with doxorubicin | NFkB transloc pot | NFkB transloc pot cell count 2 µM
> CCOC(=O)N1CCC(Nc2c(N3CCN(c4cccc(C(F)(F)F)c4)CC3)c(=O)c2=O)CC1
  -2 | 119 | -39% | 14% | 3 | 84 | 80 | 2 | 119
> COC(=O)c1[nH]c2cc(OC)ccc2c1NC(=O)c1ccc2c(c1)OCO2
  3 | 134 | -18% | 8% | 8 | 92 | 84 | -3 | 134
> Cc1cc(NC(=O)c2oc3ccccc3c2C)ccc1-n1cnnn1
  -13 | 160 | -2% | -9% | -37 | 71 | 108 | 13 | 160
> Cn1c(-c2c(N)n(CCc3ccccc3)c3nc4ccccc4nc23)nc2ccccc21
  8 | 149 | -108% | -113% | -15 | 36 | 51 | -8 | 149
> CCCC(=O)Nc1sc(C)c(-c2ccc(C(C)CC)cc2)c1C#N (stereo unspecified)
  3 | 178 | 4% | -10% | / | / | / | -3 | 178
> CCc1nc2ccccc2c(=O)n1NC(=O)c1c(O)c2ccccc2[nH]c1=O
  / | / | -4% | -6% | 17 | 95 | 78 | / | /
> COCc1nn2c(N)c(C#N)cnc2c1-c1ccccc1
  3 | 89 | -33% | -7% | -10 | 76 | 86 | -3 | 89
> O=C(CCNC(=O)c1ccccc1Cl)Nc1ccc2c(c1)OCO2
  8 | 168 | -15% | -5% | / | / | / | -8 | 168
> Cc1ccc(C(=O)O)c(C(=O)Nc2nc(C)cs2)c1
  -18 | 116 | 11% | 0% | -10 | 70 | 79 | 18 | 116
> NS(=O)(=O)c1ccc(N2N=C(c3ccc(Br)cc3)CC2c2ccc(F)cc2)cc1 (stereo unspecified)
  -8 | 127 | -38% | -2% | / | / | / | 8 | 127
> Cc1ccc(C(=O)N/N=C/c2cc(C)n(-c3ccc(Br)cc3)c2C)cc1[N+](=O)[O-]
  1 | 151 | 1% | 0% | / | / | / | -1 | 151
> CCS(=O)(=O)N1CCN(Cc2nc3ccccc3c(=O)[nH]2)CC1
  / | / | -12% | 5% | -9 | 81 | 89 | / | /
> O=C(NCCc1ccccc1)C(=O)NCC1CCCO1 (stereo unspecified)
  3 | 157 | 3% | -6% | 18 | 106 | 87 | 7 | 60
> O=C(O)CCc1ccc(-c2cccs2)n1NC(=O)c1ccccc1Br
  5 | 168 | -36% | 2% | 20 | 108 | 88 | -5 | 168
> Cc1ccc(OCC(=O)NNC(=O)c2cc3ccccc3o2)cc1C
  -8 | 132 | -10% | -2% | / | / | / | 8 | 132
> CC(=O)Nc1ccc(S(=O)(=O)NCC2CCC(C(=O)N3CCN(c4ccccn4)CC3)CC2)cc1 (stereo unspecified)
  -2 | 91 | -30% | -2% | 7 | 87 | 80 | 4 | 91
> CCOc1nnnc2c1sc1nc(N3CCOCC3)c3c(c12)CCCC3
  3 | 171 | -30% | -9% | 7 | 96 | 88 | -3 | 171
> CCN=C(Nc1cccc(F)c1)SC1CC(=O)N(c2ccc(OC)cc2)C1=O (stereo unspecified)
  -3 | 149 | 7% | -7% | 11 | 84 | 73 | 3 | 149
> COc1ccc(/C(O)=C2/C(=O)C(=O)N(CCN(C)C)C2c2ccc(OC)c(OC)c2)c(C)c1 (stereo unspecified)
  39* | 176* | / | 3% | -3 | 100 | 103 | -39 | 176
> Cc1ccc(N2C(=O)CC(c3ccsc3)C3=C2CC(C)(C)CC3=O)cc1 (stereo unspecified)
  8 | 177 | -23% | -4% | / | / | / | -8 | 177
> COc1cc(OC)c(NC(=O)CCc2nc(-c3cccs3)no2)cc1Cl
  -12 | 76 | -33% | -43% | 12 | 81 | 68 | 12 | 76
> CCOc1ccc2nc(NC(NC(=O)CC)(C(=O)OC)C(F)(F)F)sc2c1 (stereo unspecified)
  / | / | -56% | 3% | 3 | 79 | 76 | / | /
> CCOCCCNC(=O)c1ccccc1SCC
  -1 | 157 | / | / | -1 | 99 | 99 | 1 | 157
> O=C(C(c1ccccc1)N1CCOCC1)N1CCOCC1 (stereo unspecified)
  -17 | 62 | 2% | -3% | -6 | 88 | 94 | 17 | 62
> CC(=O)c1c(N2CCCCC2)nc(=O)n(-c2ccccc2)c1C
  -15 | 93 | -11% | 2% | 13 | 106 | 92 | 17 | 93
> CC(C)(C)C(=O)Nc1ccccc1C(=O)Nc1cc(Cl)ccc1Cl
  -10 | 168 | 10% | 5% | / | / | / | 10 | 168
> CCOc1ccccc1OCC(=O)Nc1nnc(COC)s1
  -21 | 107 | / | / | / | / | / | 21 | 107
> OCCNc1ncnc2c1c(-c1ccccc1)c(-c1ccccc1)n2Cc1ccco1
  7 | 136 | -97% | -2% | / | / | / | -7 | 136
> CN(C)c1ccc(-c2nnc(-c3ccc(S(=O)(=O)C(F)F)cc3)o2)cc1
  -9 | 77 | 14% | -116% | 9 | 109 | 100 | 9 | 77
> CCC(CO)Nc1ncnc2c1cnn2-c1ccc(Cl)cc1 (stereo unspecified)
  -1 | 119 | -46% | -14% | 7 | 86 | 79 | 1 | 119
> Cc1cccc(C(=O)Nc2ccccc2SCC2CSc3nc4ccccc4c(=O)n32)c1 (stereo unspecified)
  4 | 162 | -14% | 13% | / | / | / | -4 | 162
> COC(=O)C1=C(C)NC(=O)C1(Nc1nccs1)C(F)(F)F (stereo unspecified)
  -7 | 108 | 0% | 7% | 8 | 89 | 81 | 7 | 108
> N#Cc1ccc(Sc2nc3ccccc3[nH]2)cc1C#N
  -10 | 99 | -74% | 2% | -3 | 68 | 71 | 10 | 99
> O=C(CN1C(=O)NC2(CCCC2)C1=O)Nc1ccccc1F
  -12 | 132 | 22% | -10% | / | / | / | 12 | 132
> CCOc1cccc(NC(=O)CC#N)c1
  -18 | 104 | 3% | -7% | 2 | 99 | 97 | 18 | 104
> Cc1ccccc1C(=O)N1CCC(C(=O)Nc2ccc3c(c2)OCCO3)CC1
  -20 | 192 | -9% | -14% | 6 | 94 | 88 | 20 | 192
> CCOC(=O)CCCCC(=O)c1[nH]c(=O)[nH]c1CSc1nc(-c2ccccc2)c(C#N)c(=O)[nH]1
  5 | 84 | -72% | 12% | 3 | 110 | 107 | -5 | 84
> COc1ccc(NC(=O)C2CCC(C)(C(=O)O)C2(C)C)cc1 (stereo unspecified)
  -6 | 66 | 8% | -5% | -5 | 83 | 88 | 6 | 66
> CCOC(=O)C1/C(=N\O)CC(C)(O)C(C(=O)OCC)C1c1ccc(OC)c(OC)c1 (stereo unspecified)
  / | / | -4% | -2% | 11 | 102 | 92 | / | /
> O=C(NCc1ccc2c(c1)OCO2)c1ccc(CN2CCc3ccccc3C2)cc1
  -6 | 160 | 1% | -4% | 11 | 101 | 90 | 6 | 160
> CCn1c(COc2cc(C)cc(C)c2)nnc1SCC(=O)N1CCN(c2ccccc2)CC1
  12 | 143 | 3% | -7% | / | / | / | -12 | 143
> Cc1occc1C(=O)NNC(=O)c1ccc(F)cc1
  -5 | 104 | 5% | 0% | / | / | / | 5 | 104
> CCOC(=O)N1CCC(NC(=O)CN2C(=O)CCSc3ccccc32)CC1
  / | / | -18% | -4% | 7 | 100 | 93 | / | /
> O=P(O)(O)c1ccccc1OCCCCCOc1ccccc1P(=O)(O)O
  -4 | 161 | 21% | -9% | 1 | 94 | 94 | 4 | 161
> Brc1ccc(C2=Nn3c(nnc3-c3cccnc3)SC2)s1
  -13 | 189 | 4% | -3% | -4 | 100 | 104 | 13 | 189
> CC(=O)Nc1ccc(S(=O)(=O)N2CCN(CC(=O)NC3CCCC3)CC2)cc1
  -18 | 128 | -17% | 11% | 7 | 95 | 88 | 18 | 128
> Cc1cc(C)c2cc(CN(CC3CCCO3)C(=O)NC3CCCCC3)c(=O)[nH]c2c1 (stereo unspecified)
  -8 | 138 | / | / | 7 | 63 | 56 | 8 | 138
> CS(=O)(=O)Nc1ccc2c(c1)nc1n2CCOC1
  8 | 69 | 8% | 3% | 0 | 100 | 100 | -8 | 69
> CCOc1ccccc1OCCCOc1ccc([N+](=O)[O-])cc1Cl
  -7 | 177 | / | 3% | / | / | / | 7 | 177
> O=C(Nc1ccc(Cl)cc1)Nc1ccc(N2CCOCC2)cc1
  7 | 127 | -7% | -3% | 13 | 98 | 85 | -7 | 127
> Cn1c(=O)c2ccccc2n(Cc2ccccc2F)c1=O
  0 | 104 | 1% | 2% | / | / | / | 0 | 104
> O=C(Nc1ccc(N2CCOCC2)c(Cl)c1)c1cc2ccccc2o1
  8 | 79 | / | / | -8 | 54 | 62 | -8 | 79
> CC1(c2ccccc2)NC(=O)N(CCN2C(=O)c3ccccc3C2=O)C1=O (stereo unspecified)
  -10 | 178 | -10% | 1% | 8 | 94 | 86 | 10 | 178
> Cn1c(Cc2ccccc2)nnc1SCC(=O)Nc1ccccc1N1CCOCC1
  3 | 186 | -1% | 2% | 2 | 93 | 91 | -3 | 186
> COC(=O)CSc1nc2c(c(-c3ccco3)c1C#N)CCCC2
  -8 | 146 | -68% | -17% | -24 | 48 | 73 | 8 | 146
> C=CCn1c(SCC(=O)Nc2ccccc2C)nnc1-c1ccncc1
  1 | 126 | -34% | 0% | -1 | 98 | 100 | -1 | 126
> CCOC(=O)CSc1ncc(-c2cccc(Cl)c2)cn1
  -4 | 112 | 11% | -2% | / | / | / | 4 | 112
> COC(=O)NCC1(C)CC(NC(=O)OC)CC(C)(C)C1 (stereo unspecified)
  -7 | 147 | -9% | 2% | -2 | 91 | 93 | 7 | 147

Given tab-delimited: 2 of the compounds above
Structure	IL1B NFkB inh	IL1B NFkB inh cell count 2 µM	PLAP inhibition	Bcl-B displacement	MRP resist rev	MRP resist rev cytotoxicity	MRP resist rev with doxorubicin	NFkB transloc pot	NFkB transloc pot cell count 2 µM
CCOC(=O)CSc1ncc(-c2cccc(Cl)c2)cn1	-4	112	11%	-2%	/	/	/	4	112
COC(=O)NCC1(C)CC(NC(=O)OC)CC(C)(C)C1 (stereo unspecified)	-7	147	-9%	2%	-2	91	93	7	147

Arranged by number of heavy atoms (high to low): part of the list above
The line under a structure holds: IL1B NFkB inh | IL1B NFkB inh cell count 2 µM | PLAP inhibition | Bcl-B displacement | MRP resist rev | MRP resist rev cytotoxicity | MRP resist rev with doxorubicin | NFkB transloc pot | NFkB transloc pot cell count 2 µM
> CCOC(=O)N1CCC(Nc2c(N3CCN(c4cccc(C(F)(F)F)c4)CC3)c(=O)c2=O)CC1
  -2 | 119 | -39% | 14% | 3 | 84 | 80 | 2 | 119
> Cc1cccc(C(=O)Nc2ccccc2SCC2CSc3nc4ccccc4c(=O)n32)c1 (stereo unspecified)
  4 | 162 | -14% | 13% | / | / | / | -4 | 162
> Cc1ccc(N2C(=O)CC(c3ccsc3)C3=C2CC(C)(C)CC3=O)cc1 (stereo unspecified)
  8 | 177 | -23% | -4% | / | / | / | -8 | 177
> O=C(Nc1ccc(N2CCOCC2)c(Cl)c1)c1cc2ccccc2o1
  8 | 79 | / | / | -8 | 54 | 62 | -8 | 79
> CCS(=O)(=O)N1CCN(Cc2nc3ccccc3c(=O)[nH]2)CC1
  / | / | -12% | 5% | -9 | 81 | 89 | / | /
> COc1ccc(NC(=O)C2CCC(C)(C(=O)O)C2(C)C)cc1 (stereo unspecified)
  -6 | 66 | 8% | -5% | -5 | 83 | 88 | 6 | 66
> COCc1nn2c(N)c(C#N)cnc2c1-c1ccccc1
  3 | 89 | -33% | -7% | -10 | 76 | 86 | -3 | 89

Screens (PubChem)
